# MmCpn inh = Inhibitors of TCP-1 ring complex (TRiC) of Methanococcus maripaludis (MmCpn): qHTS | Chaperonin Mm-Cpn (Methanococcus maripaludis) | actives 0.031% (n = 330,000) | purified Mm-Cpn ATPase, ADP Transcreener TR-FRET | Potency, µM (series often up to 76.9 µM), without a hit: at the top dose activity, negative = inhibition, hits mostly inhibitors; further: potency means the concentration at half of the fitted maximal effect; on the % scale 0 is the no-effect control and ±100 the full control effect; nearly all actives have a fitted effect of over 80% in size
#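 Compound-treated chaperonin, 25 nM final, turns over 10 uM ATP at 37°C for 30 min following a 10 min preincubation; ADP generated competes with ADP-d2 for Eu-cryptate antibody, lowering FRET.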
# PTHR1 ag = qHTS for PTHR1 Agonists: Primary Screen; Parathyroid hormone/parathyroid hormone-related peptide receptor (Homo sapiens), Q03431; HEK293 GP2 PTHR1 cells, GloSensor cAMP luminescence, 1 h; Potency, µM (top dose mostly 115 µM), for the others: at the top dose activation, usual class: activators; actives 0.075% (n = 410,000); AID 743266, 2014; further: potency means the concentration at half of the fitted maximal effect; nearly all actives have a fitted effect of over 55% in size; some results filed as inactive show a strong effect at the top dose; inactives centre near -15; many of its hits are not listed in these tables
# Target sequence (Q03431 whole entry, looked up): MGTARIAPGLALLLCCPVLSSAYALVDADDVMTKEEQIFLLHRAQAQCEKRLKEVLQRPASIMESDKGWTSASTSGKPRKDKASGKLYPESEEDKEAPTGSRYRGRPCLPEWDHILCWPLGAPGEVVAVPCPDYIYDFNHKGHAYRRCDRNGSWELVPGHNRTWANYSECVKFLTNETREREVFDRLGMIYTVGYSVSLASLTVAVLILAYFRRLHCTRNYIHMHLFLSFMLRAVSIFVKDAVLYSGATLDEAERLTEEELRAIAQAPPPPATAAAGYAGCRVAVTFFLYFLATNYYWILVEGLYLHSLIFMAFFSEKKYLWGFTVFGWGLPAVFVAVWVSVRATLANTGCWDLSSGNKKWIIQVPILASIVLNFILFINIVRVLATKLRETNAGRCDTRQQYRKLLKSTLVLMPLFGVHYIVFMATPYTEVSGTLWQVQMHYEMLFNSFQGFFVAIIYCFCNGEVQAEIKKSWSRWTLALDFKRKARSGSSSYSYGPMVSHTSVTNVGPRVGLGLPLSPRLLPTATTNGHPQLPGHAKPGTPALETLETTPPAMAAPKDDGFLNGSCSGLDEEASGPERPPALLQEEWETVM
#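 HEK-293-derived GP2 cells expressing PTHR1 and a GloSensor cAMP reporter, 3,000/well, plated overnight, given luciferin plus IBMX (each 0.5 mM as added) for 1 h at 37 °C, then compound for 1 h at 37 °C. Luminescence was read after 15 min at room temperature.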
# D3 ag = qHTS of D3 Dopamine Receptor Agonist: qHTS; D(3) dopamine receptor (Homo sapiens), P35462; D3R DiscoveRx beta-arrestin cells, luminescence, 90 min; max activation, %; actives 0.58% (n = 410,000); AID 652048, 2013; in the data active means max activation above about 30%; further: 0% is about no effect; mostly tested at two doses, the higher about 12 µM
# Target sequence (P35462 whole entry, looked up): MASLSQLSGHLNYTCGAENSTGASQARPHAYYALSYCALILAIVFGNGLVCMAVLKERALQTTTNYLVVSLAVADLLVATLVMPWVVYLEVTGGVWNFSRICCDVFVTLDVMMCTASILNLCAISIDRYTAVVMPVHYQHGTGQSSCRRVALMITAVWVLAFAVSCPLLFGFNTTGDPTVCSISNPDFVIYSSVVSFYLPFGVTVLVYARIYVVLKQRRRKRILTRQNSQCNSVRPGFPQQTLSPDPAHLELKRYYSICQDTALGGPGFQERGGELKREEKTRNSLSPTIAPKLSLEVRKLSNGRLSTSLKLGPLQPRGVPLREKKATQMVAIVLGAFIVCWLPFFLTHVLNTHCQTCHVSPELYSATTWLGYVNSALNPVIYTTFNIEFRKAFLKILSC
#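 Cells at 1500/well, incubated overnight, then treated with pinned compounds (dopamine as control) for 90 min at 37 degrees C. DiscoveRx reagent added for 30 - 60 minutes at room temperature; luminescence read.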
# CCT modulator = High-Throughput Screening for Modulators of Cytosolic Chaperonin Activity | activity change, % (concentration not given with the values), hits read low | actives 0.3% (n = 360,000) | purified chaperonin ATPase assay, HTRF ADP detection, 30 min; in the data active means activity change below about -30%; further: on the % scale 0 is the no-effect control and ±100 the full control effect
#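 TRiC (40 or 20 nM final, by batch activity) in 30 mM Tris pH 7.4, 100 mM KCl, 5 mM MgCl2, 1 mM DTT was treated with compound at 76 uM single dose, then 10 uM ATP, 30 min at 37 °C. ADP was read by HTRF Transcreener.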
# EPAC2 antag = qHTS for Antagonist of cAMP-regulated guanine nucleotide exchange factor 2 (EPAC2): primary screen. Rap guanine nucleotide exchange factor 4 (Homo sapiens), Q8WZA2. EPAC2 GEF exchange of Rap1B-BODIPY-GDP, fluorescence. Potency, µM (titrated, usually from 114 µM), inactives show at the top dose activity, negative = inhibition, most hits filed as inhibitors. actives 0.18% (n = 360,000). AID 720708, 2013; further: potency means the concentration at half of the fitted maximal effect; on the % scale 0 is the no-effect control and ±100 the full control effect; nearly all actives have a fitted effect of over 45% in size; many of its hits are not listed in these tables
# EPAC2 ag = qHTS for Agonist of cAMP-regulated guanine nucleotide exchange factor 4 (EPAC2): primary screen; Rap guanine nucleotide exchange factor 4 (Homo sapiens), Q8WZA2; EPAC2 activation, biochemical qHTS; response scale: 100% = 6.5 mM cAMP response; Potency, µM (doses to about 154 µM), for inactives: at the highest dose activation, hits mostly activators; actives 0.079% (n = 360,000); AID 720711, 2013; further: potency means the concentration at half of the fitted maximal effect; nearly all actives have a fitted effect of over 50% in size
#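 Exchange assay: 100 nM EPAC2 with 250 nM Rap1B-BODIPY-GDP and 50 uM GDP. Fluorescence (ex 480/em 540 nm) read every 5 min for 30 min at room temperature. Data normalized to 6.5 mM cAMP as agonist control.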
# pAkt inh = HTS Assay for Inhibitors of Akt Phophorylation: Primary Screen; Neuro2A IGF-stimulated pAkt S473 HTRF, 20 min; active compounds read low; activity change, % for hits at 50 µM; actives 0.32% (n = 360,000); AID 651550, 2012; in the data active means activity change below about -80%; inconclusive means mostly about -51% to -80%; further: on the % scale 0 is the no-effect control and ±100 the full control effect
#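 Neuro2A cells in DMEM with 0.5% FBS, overnight at 37 deg C, given compound at single 50 µM final, then IGF (6 nM final) for 20 min at 37 deg C. Lysed; phospho-Akt Ser473 by HTRF after 24 h, 665/615 ratio.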
# DRD3 antagonist = qHTS of D3 Dopamine Receptor Antagonist: qHTS; D(3) dopamine receptor (Homo sapiens), P35462; D3R cells, DiscoveRx beta-arrestin luminescence, antagonist mode; active compounds read low; max response, negative = inhibition, %; actives 2.5% (n = 360,000); in the data active means max response below about -50%; inconclusive means no clear call, values can overlap the other calls; further: on the % scale 0 is the no-effect control and ±100 the full control effect; mostly tested at two doses, the higher about 12 µM
#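 Cells expressing the human receptor were seeded at 1500 cells/well, incubated overnight at 37 degrees C in 5% CO2, then exposed to library compounds with dopamine controls for 90 minutes at 37 degrees C before luminescent detection.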
# * = called active by the depositor; i = inactive; ? = inconclusive; nt = not tested or not shown; [ ] = dose if it differs, or a comment. Unless noted, the call rests on the fitted dose curve; in most records, active means well fitted curve in the direction sought with a large enough effect; inconclusive means small, poorly fitted or top-dose-only effect, or another doubt; inactive means no such curve, though single readings can be large; an effect the other way counts as inactive or inconclusive.
no.	structure	CCT modulator	EPAC2 ag	DRD3 antagonist	MmCpn inh
1	Cc1[nH]c(=O)[nH]c(=O)c1S(=O)(=O)N1CCCC(C(=O)N2CCN(c3cccc(C(F)(F)F)c3)CC2)C1 (centres undefined)	1.3	7.0%	13.3	1.4%
2	Cc1c(N(C(=O)c2ccccn2)C2(C(=O)NC3CCCC3)CCCCC2)c(=O)n(-c2ccccc2)n1C	-0.5	1.8%	2.5	-4.4%
3	CCC1CCCCN1S(=O)(=O)c1ccccc1 (centres undefined)	-3.0	1.4%	-17.0	-0.5%
4	COc1cc(NC(=O)C(F)(F)F)cc(OC)c1	-2.7	-3.3%	-18.1	-0.3%
5	Cc1cc(NS(=O)(=O)c2ccc(NC(=O)/C=C/c3c(F)cccc3Cl)cc2)nc(C)n1	1.3	3.7%	-12.4	0.2%
6	Clc1ccc2nc(-c3ccco3)c(Cc3ccccc3)n2c1	1.5	1.3%	-3.9	nt
7	CN(C)c1ccc(N=C/C=C2/N(C)c3ccccc3C2(C)C)cc1	-0.3	-7.6%	10.0	-2.1%
8	CCC(=O)N1CCc2cc(OC)c(OC)cc2C1COc1ccc(C(=O)OC)cc1 (centres undefined)	-1.6	10.3%	-16.7	0.9%
9	Cn1c(NC(=O)C2CC2)cc(=O)n(C)c1=O	-0.9	3.8%	-15.2	2.0%
10	CCc1nnc(NC(=O)CCC(=O)N2CCN(CCc3ccccc3)CC2)s1	-0.4	9.3%	-5.4	1.3%
11	COc1ccc(S(=O)(=O)N2CCC(C(=O)N3CCCCC3)CC2)cc1OC	-3.7	-3.1%	14.6	1.3%
12	COc1ccc(Cc2c(-c3ccc(F)cc3)nc3c4ccccc4ccn23)c(C)c1	0.4	15.2%	-4.0	nt
13	O=C(NNC(=O)c1ccccc1Br)c1cnccn1	0.9	0.1%	13.3	-2.8%
14	CCOC(=O)Cn1c(=N)n(Cc2ccccc2)c2ccccc21	-0.8	7.0%	-11.9	3.4%
15	Cc1ccc(-c2cn3cc([N+](=O)[O-])ccc3n2)cc1	-0.3	3.1%	-22.7	-1.8%

no.	PTHR1 ag	pAkt inh	D3 ag	EPAC2 antag
1	i	i	-4.1	-10.3%
2	i	i	5.1	19.5%
3	i	i	-10.2	-11.0%
4	i	i	1.7	-7.2%
5	-14.5%	i	10.0	1.9%
6	-2.3%	i	-5.7	-29.0%
7	-22.5%	i	-2.5	-15.4%
8	i	i	4.9	-0.7%
9	?	i	-7.1	27.9%
10	i	i	0.9	10.0%
11	i	i	2.9	7.7%
12	-8.9%	i	-7.4	1.5%
13	-1.2%	i	0.2	-5.6%
14	16.2%	i	-0.5	-10.8%
15	-20.7%	i	10.8	-1.0%

# Fetched by compound from the entries so far, 2 records:
no.	structure	CCT modulator	EPAC2 ag	DRD3 antagonist	MmCpn inh
5	Cc1cc(NS(=O)(=O)c2ccc(NC(=O)/C=C/c3c(F)cccc3Cl)cc2)nc(C)n1	1.3	3.7%	-12.4	0.2%
14	CCOC(=O)Cn1c(=N)n(Cc2ccccc2)c2ccccc21	-0.8	7.0%	-11.9	3.4%

no.	PTHR1 ag	pAkt inh	D3 ag	EPAC2 antag
5	-14.5%	i	10.0	1.9%
14	16.2%	i	-0.5	-10.8%

# Quoted from the listing:
# Reading of `Cc1cc(NS(=O)(=O)c2ccc(NC(=O)/C=C/c3c(F)cccc3Cl)cc2)nc(C)n1` in EPAC2 ag: 3.7%
# Reading of `CCC(=O)N1CCc2cc(OC)c(OC)cc2C1COc1ccc(C(=O)OC)cc1` (centres undefined) in DRD3 antagonist: -16.7
# Reading of `Clc1ccc2nc(-c3ccco3)c(Cc3ccccc3)n2c1` in CCT modulator: 1.5

# Next section:
no.	structure	CCT modulator	EPAC2 ag	DRD3 antagonist	MmCpn inh
16	CC(=O)Nc1nc(C)c(Oc2ccc(Cl)cc2)c(=O)[nH]1	0.7	3.1%	5.6	-2.0%
17	COc1ccc(Cn2ccnc2)cc1[N+](=O)[O-]	-0.8	2.1%	9.0	2.8%
18	CC1CCC(C(=O)NC(C(=O)NCCCN2CCOCC2)C(C)C)CC1 (centres undefined)	0.4	-7.1%	9.4	5.8%
19	COc1cc2c(cc1OC)C(c1ccc3c(c1)OCO3)C1=C(CC(C)(C)CC1=O)N2 (centres undefined)	-3.1	-4.9%	18.6	-2.4%
20	Cc1ccc2ccccc2c1C(O)c1ncc(-c2ccccc2Cl)[nH]1 (centres undefined)	-1.5	12.3%	-15.8	nt
21	O=C(Nn1cnnc1)c1cc2c(s1)CCCCC2	-0.4	4.8%	-4.5	-0.4%
22	Cc1ccc(N(CC(O)CN2CCOCC2)S(=O)(=O)c2ccc3ccccc3c2)cc1 (centres undefined)	-1.1	-5.8%	0.0	-0.1%
23	O=C(CN1CCSCC1)N/N=C/c1ccc(F)c(F)c1	0.9	5.2%	-13.3	?
24	Cc1ccc2nc(SC(C)C(=O)NCc3ccc4c(c3)OCO4)[nH]c2c1 (centres undefined)	-1.8	10.5%	-0.4	1.1%
25	CCOc1ccc(N/C=C/C(=O)c2ccc(OC)c(OC)c2)cc1	-2.1	1.6%	-2.1	-2.1%
26	O=C(NNc1c2ccccc2nc2ccccc12)c1cc2ccccc2cc1O	-1.8	-12.0%	?	3.5%
27	C=C(C)CN(CC)C(=O)CSc1nc2ncc(Cl)cc2[nH]1	-1.5	1.6%	8.9	-5.1%
28	COC(=O)c1cnn(C(=O)c2cc(OC)ccc2Br)c1N	-0.7	6.2%	-25.7	1.8%
29	CCCCc1ccc(NC(=O)CSCc2cc(=O)[nH][nH]2)cc1	-1.0	2.1%	-5.9	2.7%
30	COc1ccccc1NS(=O)(=O)c1ccc(C)c(C(=O)NNC(=O)c2csc(N3CCOCC3)n2)c1	2.1	8.7%	-0.7	-0.2%

no.	PTHR1 ag	pAkt inh	D3 ag	EPAC2 antag
16	?	i	-13.4	-7.3%
17	i	i	-2.3	-5.6%
18	-2.6%[57.5 µM]	i	1.9	12.2%
19	-43.5%[inhibitor]	i	2.1	12.0%
20	i	i	-3.8	3.8%
21	-9.0%[57.5 µM]	i	1.4	8.5%
22	i	i	3.5	0.4%
23	-58.5%[inhibitor]	i	-7.2	12.3%
24	-2.8%	i	-0.3	3.9%
25	i	i	3.0	-2.2%
26	-10.5%	i	-12.4	-6.9%
27	-25.7%[57.5 µM]	i	0.6	-1.0%
28	-9.4%[57.5 µM]	i	2.8	3.3%
29	?	i	-18.6	-0.1%
30	i	i	-0.7	4.7%

# Next part:
no.	structure	CCT modulator	EPAC2 ag	DRD3 antagonist	MmCpn inh
31	Cc1ccc(S(=O)(=O)N2CCCC2CNC(=O)C(=O)Nc2ccccc2)cc1 (centres undefined)	-3.3	-2.3%	13.0	-2.7%
32	O=C(CNCc1ccccc1Cl)Nc1ccccc1N1CCCCC1	1.6	7.1%	-60.2*	-5.9%
33	COc1ccc([C@H]2CC(=O)C[C@@H](CCn3cc(-c4ccncc4)nn3)O2)cc1	0.8	1.2%	-3.7	nt
34	COc1ccc(OC)c(C2C(C(=O)Nc3nc4ccccc4s3)=C(C)NC3=C2C(=O)CCC3)c1 (centres undefined)	0.7	0.0%[15.6 µM]	43.9	-0.2%
35	CC1=CC(c2ccccc2)=Nc2ccc(C)cc2N1	-0.3	6.7%	-7.2	-0.5%
36	COc1ccc(OC)c(C2C(C(C)=O)=C(O)C(=O)N2CCN2CCOCC2)c1 (centres undefined)	-1.0	11.1%	13.0	-0.9%
37	Cc1cc2oc(=O)cc(CN(C)Cc3ccccc3)c2cc1Cl	0.2	7.7%	9.9	nt
38	NC(COCc1ccccc1)c1csc(Nc2nccc(C(F)(F)F)n2)n1 (centres undefined)	-1.1	-4.3%	-5.8	nt
39	Cc1cccc2c(C(=O)N3CCN(C(=O)c4ccco4)CC3)cc(-c3cccc(Br)c3)nc12	0.5	-2.0%	4.4	-22.2%
40	COc1ccc(C(C(=O)NCc2ccccc2)N(C(=O)c2snc(C(N)=O)c2N)C2CCCC2)cc1 (centres undefined)	-1.2	9.9%	-4.9	-0.3%
41	Cn1cc(SCC(=O)Nc2nc3ccccc3s2)c2ccccc21	1.5	15.8%	0.0	-0.2%
42	O=C(CCNC(=O)c1ccc(Br)cc1)NCC1CCCO1 (centres undefined)	-0.3	-2.2%	-7.3	-0.3%
43	C=CCn1c(SCC(=O)NC2CCCCC2)nnc1-c1ccc(OC)cc1	-2.6	1.9%	1.7	1.9%
44	O=C(NCc1ccccc1)C1CCCN(c2cnccn2)C1 (centres undefined)	-1.1	8.8%	-17.4	-0.3%
45	Cc1cc(NS(=O)(=O)c2ccc(OCCNS(C)(=O)=O)cc2)no1	-1.6	-3.8%	21.8	2.2%
46	CCC(C)NC(=O)c1c(-c2cc(Cl)c(OC)c(Cl)c2)noc1C (centres undefined)	-4.9	2.3%	-2.2	0.0%
47	Cc1ccc(C(=O)O)cc1N1CCCC1=O	-4.0	-3.8%	-50.8*	0.1%

no.	PTHR1 ag	pAkt inh	D3 ag	EPAC2 antag
31	-14.2%	i	5.5	11.5%
32	-61.7%[inhibitor]	i	-23.6	-23.2%
33	i	i	-2.5	4.3%
34	-13.9%[57.5 µM]	nt	30.3*	3.4%
35	-47.3%[inhibitor]	i	-0.8	-0.7%
36	i	i	0.0	3.9%
37	-71.5%[inhibitor]	i	10.8	?
38	4.4%	i	-4.5	-0.5%
39	-35.5%[inhibitor]	i	5.9	-17.7%
40	i	i	-6.6	-11.8%
41	-8.6%[57.5 µM]	i	-5.3	-4.4%
42	i	i	1.8	0.2%
43	i	i	3.2	7.9%
44	i	i	1.6	-1.4%
45	-5.3%[57.5 µM]	i	2.9	-3.5%
46	-20.2%	i	-6.4	5.9%
47	25.4%	i	-4.9	16.7%

# High-throughput results deposited in PubChem BioAssay by National Center for Advancing Translational Sciences (NCATS).

# A portion of the library (hit frequency here may not be typical).
